# Apoferritin bind: qHTS Assay for Identification of Novel General Anesthetics | 0.074% of 350,000 active | apoferritin/1-aminoanthracene competitive binding, fluorescence | Potency, µM (highest dose often 77.5 µM), for inactives: top-dose activity change, negative = displacement, usual class: inhibitors | Ferritin light chain (Equus caballus), P02791; further: on the % scale 0 is the no-effect control and ±100 the full control effect; nearly all actives have a fitted effect of over 20% in size
#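 In PBS, apoferritin at 10 uM is loaded with 1-AMA from a 50% saturated solution. After 10 min of compound exposure at ambient temperature, reduced 535 nm fluorescence indicates probe displacement.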
# BAZ2B inh: qHTS Assay for Inhibitors of BAZ2B | 4.4% of 360,000 active | Bromodomain adjacent to zinc finger domain protein 2B (Homo sapiens), Q9UIF8 | AlphaScreen BAZ2B-H3K14Ac peptide displacement | Potency, µM (doses to about 114 µM), for inactives: at the top dose activity change, negative = inhibition, actives largely listed as inhibitors; further: on the % scale 0 is the no-effect control and ±100 the full control effect; nearly all actives have a fitted effect of over 60% in size
#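 AlphaScreen displacement of biotin-H3(5-23)K14Ac peptide (50 nM final) from BAZ2B (50 nM final) in PBS pH 7.4, 0.01% Tween-20; complex preformed 30 min RT, then compounds (top 110 uM) 30 min RT, beads 20 min dark.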
# BLM helicase inh: qHTS Assay for Inhibitors of Bloom's syndrome helicase (BLM) | recombinant BLM DNA unwinding, fluorescence dequenching | RecQ-like DNA helicase BLM (Homo sapiens), P54132 | 0.2% of 350,000 active | Potency, µM (series often up to 56.1 µM), for the others: at the highest dose activity change, negative = inhibition, actives largely listed as inhibitors;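 further: plate controls were vehicle for no effect and no enzyme for full effect; nearly all actives have a fitted effect of over 35% in size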
# G9a inh: qHTS Assay for Inhibitors of Histone Lysine Methyltransferase G9a; G9a H3K9 monomethylation, AlphaScreen, 2 h; 8.8% of 350,000 active; AID 504332, 2011; Histone-lysine N-methyltransferase EHMT2 (Homo sapiens), Q96KQ7; Potency, µM (series often up to 102 µM), for the others: top-dose activity, negative = inhibition, actives largely listed as inhibitors; further: on the % scale 0 is the no-effect control and ±100 the full control effect; nearly all actives have a fitted effect of over 75% in size
#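 Step 1: enzyme (final 20 nM) with compound, 15 min RT. Step 2: substrate peptide 500 nM and SAM 20 uM, 2 h RT. Step 3: anti-H3K9me1 antibody and AlphaScreen beads, 10 min, then plate read.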
# APEX1 inh: qHTS Assay for Inhibitors of the Human Apurinic/apyrimidinic Endonuclease 1 (APE1); DNA repair nuclease/redox regulator APEX1 (Homo sapiens), P27695; recombinant APE1, TAMRA/BHQ-2 abasic DNA cleavage fluorescence; Potency, µM (highest dose often 65.8 µM), for the others: at the highest dose activity change, negative = inhibition, usual class: inhibitors; 0.35% of 350,000 active; AID 2517, 2012;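 further: plate controls were vehicle for no effect and reference inhibitor for full effect; nearly all actives have a fitted effect of over 55% in size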
# Target sequence (P27695 whole entry, looked up): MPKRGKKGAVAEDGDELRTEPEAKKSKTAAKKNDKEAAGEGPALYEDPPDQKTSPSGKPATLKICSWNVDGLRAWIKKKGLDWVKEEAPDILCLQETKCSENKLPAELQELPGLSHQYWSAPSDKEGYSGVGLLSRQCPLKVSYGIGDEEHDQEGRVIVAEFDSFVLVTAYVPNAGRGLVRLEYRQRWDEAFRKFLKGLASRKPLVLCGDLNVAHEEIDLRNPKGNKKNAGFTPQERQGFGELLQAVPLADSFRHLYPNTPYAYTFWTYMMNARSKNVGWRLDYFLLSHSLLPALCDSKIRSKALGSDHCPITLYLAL
#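 APE1 at 0.75 nM preincubated 15 min at room temperature with compound. Reaction then started with 50 nM double-stranded THF-abasic substrate labelled with TAMRA/BHQ-2, and 525/598 nm fluorescence read kinetically. Activity taken as third-minus-first read difference, normalized to DMSO and NSC13755 controls.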
# POLH inh: qHTS for Inhibitors of Polymerase Eta. recombinant Pol eta, fluorescent DNA replication assay. Potency, µM (titrated, usually from 114 µM), inactives show top-dose activity change, negative = inhibition, usual class: inhibitors. 1.2% of 390,000 active. AID 588591, 2011; further: on the % scale 0 is the no-effect control and ±100 the full control effect
# Target sequence (Q9Y253 whole entry, looked up): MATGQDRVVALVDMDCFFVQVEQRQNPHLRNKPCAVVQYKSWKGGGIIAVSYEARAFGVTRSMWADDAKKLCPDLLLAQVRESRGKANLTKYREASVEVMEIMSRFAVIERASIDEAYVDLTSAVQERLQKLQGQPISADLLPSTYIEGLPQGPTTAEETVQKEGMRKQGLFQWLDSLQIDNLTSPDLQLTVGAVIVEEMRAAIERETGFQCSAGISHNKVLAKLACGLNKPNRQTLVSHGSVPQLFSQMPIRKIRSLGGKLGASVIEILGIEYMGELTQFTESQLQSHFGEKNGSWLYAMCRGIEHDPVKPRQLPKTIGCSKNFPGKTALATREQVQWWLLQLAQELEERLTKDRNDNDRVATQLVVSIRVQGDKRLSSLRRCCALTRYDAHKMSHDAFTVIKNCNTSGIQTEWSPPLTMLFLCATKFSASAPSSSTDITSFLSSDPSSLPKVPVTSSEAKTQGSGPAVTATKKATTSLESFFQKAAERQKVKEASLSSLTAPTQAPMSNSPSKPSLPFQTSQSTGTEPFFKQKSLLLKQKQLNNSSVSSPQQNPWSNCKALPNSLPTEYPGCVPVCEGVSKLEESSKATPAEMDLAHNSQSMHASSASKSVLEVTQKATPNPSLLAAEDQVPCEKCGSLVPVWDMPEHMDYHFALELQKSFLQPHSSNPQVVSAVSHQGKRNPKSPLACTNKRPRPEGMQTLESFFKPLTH
#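 Fluorescent replication assay: 50 nM final substrate added after a 15 min room-temperature compound preincubation with 10 nM enzyme. Signal taken at 0 min and again at 10 min.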
# Pol beta inh: qHTS Assay for Inhibitors of DNA Polymerase Beta; P06746; Pol beta primer extension/strand displacement, fluorescence kinetic; Potency, µM (highest dose often 114 µM), inactives show top-dose activity change, negative = inhibition, usual class: inhibitors; 1.3% of 340,000 active; further: on the % scale 0 is the no-effect control and ±100 the full control effect
#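 Human Pol beta at 10 nM; strand-displacement substrate 50 nM final. Compound exposure 15 min at room temperature before start, reaction 10 min at room temperature.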
# Pol iota inh: qHTS for Inhibitors of Polymerase Iota; Pol iota fluorescent replication assay, 10 min; Potency, µM (highest dose often 115 µM), for inactives: top-dose activity, negative = inhibition, hits mostly inhibitors; 1% of 390,000 active; AID 588590, 2011
#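 Pol iota at 10 nM preincubated 15 min with compounds at room temperature; reaction started with fluorescent substrate, 50 nM final. Fluorescence read kinetically at 0 and 10 min; buffer-only wells as negative control.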
# Pol kappa inh: qHTS for Inhibitors of Polymerase Kappa; DNA polymerase kappa (Homo sapiens), Q9UBT6; purified Pol kappa, fluorescent DNA synthesis assay, 10 min; Potency, µM (highest dose often 107 µM), for the others: at the highest dose activity, negative = inhibition, usual class: inhibitors; 0.53% of 400,000 active; AID 588579, 2011; further: on the % scale 0 is the no-effect control and ±100 the full control effect
#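 Enzyme at 10 nM met test compounds for 15 min at room temperature. Substrate addition (50 nM final) began the reaction, which was monitored by fluorescence at 0 and 10 min.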
# * hit, by the source's call; ? = inconclusive; . = not tested or not shown; & = joins results of further samples; [ ] = remark or other dose. The call rests on the fitted dose curve; in most records, active means well fitted curve in the direction sought with a large enough effect; inconclusive means small, poorly fitted or top-dose-only effect, or another doubt; inactive means no such curve, though single readings can be large; an effect the other way counts as inactive or inconclusive. Potency means the concentration at half of the fitted maximal effect. This is a subset (hit frequency here may not be typical).
no.	mol	Apoferritin bind	BAZ2B inh	BLM helicase inh	G9a inh	APEX1 inh	POLH inh	Pol beta inh	Pol iota inh	Pol kappa inh
1	CCC(C)c1ccc(NC(=O)COC(=O)CCNC(=O)c2ccco2)cc1 (configuration not stated)	.	6.2%	.	-4.4%[2.33 µM]	-6.4%	-11.3%	.	26.3%	-17.1%
2	COc1ccc(Cn2nc3n(c2=O)-c2ccccc2OC3)cc1	-11.0%	4.1%	-3.7%	4.4%[59 µM]	.	-4.7%	29.0%	?	?
3	O=C1C(=O)N(CCOCCO)C(c2ccccn2)/C1=C(\O)c1ccccc1 (configuration not stated)	-11.4%	?	-0.4%	17.8µM*	2.7%	2.6%	15.5%	?	-0.9%
4	CCC(CC)C1C(C#N)=C(N)SC(N)=C1C#N	-10.4%	-2.3%	-11.7%	?	-4.9%	-14.3%	-1.0%	?	7.7%
5	O=C(CCc1ccc(S(=O)(=O)N2CCOCC2)cc1)NN=C1CCCCCCC1	-2.1%	-1.7%	1.2%	6.4%	-2.2%	-13.2%	2.6%	11.9%	3.0%
6	CCN1CCCC1CNC(=O)c1cc2cc(F)ccc2[nH]1 (configuration not stated)	-8.4%	-11.2%	5.2%	7.2%[0.501 µM]	-0.2%	-15.9%	49.7%	34.8%[activator]	1.7%
7	CCOC(=O)c1c(NC(=O)Cn2c(=O)oc3ccccc32)oc(C)c1C(C)=O	4.9%	-1.9%	2.3%	-31.4%[59 µM]	0.3%	-3.5%	13.2%	3.6%	-14.7%
8	O=S(=O)(c1ccc(F)c2ccccc12)N1CCCCC1	-22.7%	68.0%[activator]	-7.0%	59.8%[activator][59 µM]	-6.3%	-6.7%	1.9%	10.9%	-2.8%
9	Cn1nnc2cc(C(=O)NCc3ccc4c(c3)OCO4)ccc21	-13.3%	5.8%	0.0%	22.7%[59 µM]	-1.4%	-16.7%	?	2.6%	-8.4%
10	COc1cccc(-n2c(SCc3cccc(C)c3)nc3c([nH]c4ccccc43)c2=O)c1	-2.9%	-0.2%	-9.5%	-8.4%[59 µM]	.	-21.3%	-1.5%	23.0%	-4.6%[60.1 µM]
11	COc1ccc(S(=O)(=O)Nc2c(C)nc3nc(C)[nH]n3c2=O)cc1	12.7%&4.8%	11.0%&2.4%	-1.6%&-2.9%	-19.7%	6.5%	9.4%&-9.4%	6.4%&23.0%	26.6%&-18.0%	-8.7%&-11.4%
12	CC(C)(CNC(=O)c1cc(=O)[nH]c2ccccc12)N1CCOCC1	-8.9%	-1.6%	2.2%	15.8%	7.7%	-22.9%	3.5%	-9.1%	1.9%
13	Cc1ccc(CSCCNC(=O)CN(c2ccc(F)cc2)S(C)(=O)=O)cc1	-15.6%	4.0%	-7.6%	.	-2.9%	-20.4%	0.1%	22.1%	-6.5%
14	COc1ccc(OCC(=O)OCCN(C)C)cc1	-3.9%	?	-10.1%	-13.2%[59 µM]	1.9%	-13.7%	1.0%	-4.2%	-7.5%
15	Cc1c(Cl)cccc1Nc1nn2c(=O)c3ccc(C(=O)N(C)Cc4ccccc4)cc3nc2s1	4.1%	-4.0%	-7.0%	-3.0%[59 µM]	.	-3.4%	12.2%	9.4%	-2.0%
16	Cc1nc(NC(=O)c2ccccc2)sc1-c1csc(Nc2ccc(Cl)cc2Cl)n1	-2.6%	50.1µM*	-1.7%	25.1µM*	-2.1%	.	7.5%	.	.
17	Cc1ccc2c(c1)N(CC(=O)NCCc1ccc(Cl)cc1)C(=O)c1cccnc1O2	-21.4%&-6.2%	-6.3%&-14.5%	0.3%&0.8%	20.6%	-7.5%	-3.1%&-17.2%	-0.6%&4.2%	5.7%&-21.1%	-15.0%&-5.8%
18	COc1cc(NC(=O)C2Cc3ccccc3N2C(=O)c2ccccc2)cc(OC)c1 (configuration not stated)	-3.1%	-2.7%	-8.5%	6.4%[59 µM]	.	-5.6%	-1.4%	-21.4%	-10.2%[60.1 µM]
19	CC(C)OCCCNC(=O)CN1C(=O)CSc2ccc(S(=O)(=O)N3CCOCC3)cc21	5.0%	-2.5%	-1.3%	-2.6%[59 µM]	.	1.4%&-2.8%	1.4%	-9.5%	-10.9%[60.1 µM]
20	CCc1ccc2c(c1)C1(NN=C(c3cccc4ccccc34)S1)C(=O)N2 (configuration not stated)	-10.9%	20µM*	-18.8%	?	0.1%	.	2.7%	.	.

# By substructure, the entries above containing a furan ring, fused or not (two)
no.	mol	Apoferritin bind	BAZ2B inh	BLM helicase inh	G9a inh	APEX1 inh	POLH inh	Pol beta inh	Pol iota inh	Pol kappa inh
1	CCC(C)c1ccc(NC(=O)COC(=O)CCNC(=O)c2ccco2)cc1 (configuration not stated)	.	6.2%	.	-4.4%[2.33 µM]	-6.4%	-11.3%	.	26.3%	-17.1%
7	CCOC(=O)c1c(NC(=O)Cn2c(=O)oc3ccccc32)oc(C)c1C(C)=O	4.9%	-1.9%	2.3%	-31.4%[59 µM]	0.3%	-3.5%	13.2%	3.6%	-14.7%

# Further compounds.
no.	mol	Apoferritin bind	BAZ2B inh	BLM helicase inh	G9a inh	APEX1 inh	POLH inh	Pol beta inh	Pol iota inh	Pol kappa inh
21	O=C(CNC(=O)c1ccc(Cl)cc1Cl)OCC(=O)c1ccc2c(c1)OCCO2	14.1µM*	-3.0%	-5.6%	-17.6%[59 µM]	0.3%	0.4%	-15.0%	4.4%	-23.3%
22	Cc1nn(CC(=O)Nc2ccc(S(=O)(=O)N(C)C)cc2)c(C)c1[N+](=O)[O-]	-3.8%	-7.7%	-0.2%	6.8%[59 µM]	0.7%	-19.0%	8.9%	24.5%	-8.3%
23	Cc1ccc(C)c(S(=O)(=O)NC(C)C(=O)NCc2ccccn2)c1 (configuration not stated)	-7.9%	-18.0%	-1.1%	34.9%[activator]	34.7%	8.4%	2.5%	111.6%[activator]	5.1%
24	COc1ccccc1C(=O)OC(C)CN1CCN(C)CC1 (configuration not stated)	-0.8%	-26.3%	-1.0%	?	4.4%	-13.6%	0.4%	-17.6%	0.4%
25	COc1cccc(NCc2cccn2-c2nnc(N3CCC(C)CC3)s2)c1	2.8%	-2.1%[57.1 µM]	-0.3%	?	.	-9.7%	0.3%	7.6%	-2.3%
26	CC(C)CNc1ncnc2c1cnn2Cc1ccccc1Cl	-11.5%	5.0%	-3.7%	?	-5.7%	-14.8%	?	124.3%[activator]	-30.6%
27	O=C(COC(=O)CC1CC2CCC1C2)Nc1cccc(S(=O)(=O)NC2=NCCCCC2)c1 (configuration not stated)	?	.	-1.1%	?	0.8%	-22.4%	-6.3%	121.6%[activator]	-11.1%
28	Cc1sc2c(c1C)CN(C(C)(C)C)CN2C(=O)c1ccccc1	-5.4%	?	-1.0%	50.1µM*	17.3%	-5.8%	-4.3%	19.0%	5.3%
29	COc1ccccc1C(=O)NC(CCSC)C(=O)OCC(=O)NC(=O)NCc1ccco1 (configuration not stated)	-16.9%	50.1µM*	-10.1%	-9.0%[59 µM]	?	?	?	?	-7.3%
30	Cc1ncc(CO)c(/C=N/NC(=O)c2cc3c(s2)CCCC3)c1O	116.5%[activator]	50.1µM*	-3.2%	11.2%[12.7 µM]	-2.3%	?	10.3%	25.9%	-4.5%
31	O=C(CN(Cc1cccs1)S(=O)(=O)c1ccc(S(=O)(=O)N2CCCCC2)cc1)Nc1ccccc1	-0.6%	-2.8%	5.1%	1.4%[59 µM]	14.5%	-4.4%	16.6%	12.7%	-14.9%
32	COc1ccc(NC(=O)CSc2nccn2Cc2ccc3c(c2)OCO3)cc1	-10.6%	?	-5.2%	-12.2%[59 µM]	.	-4.8%	-1.1%	7.7%	-5.7%[60.1 µM]
33	COc1cc(C=O)cc(Br)c1OCC(N)=O	-7.1%	3.6%	9.7%	-4.8%	-1.1%	-7.9%	-27.8%	58.8%[activator]	5.9%
34	COc1ccc(/C=N/NC(=O)c2cnccn2)c(OC)c1OC	-9.2%	-10.6%	2.1%	?	-1.5%	2.6%	17.8%	?	-1.9%
35	O=C(NN=C1CCCCCCCCCCC1)c1ccccc1F	-9.2%	3.9%	4.6%	22.6%[59 µM]	-4.5%	-9.7%	22.5%	0.1%	-4.1%
36	COc1ccccc1-c1cc2nc(C)c(CCC(=O)Nc3cc(C)ccc3C)c(C)n2n1	2.7%	-3.4%	-18.1%	9.7%[59 µM]	.	-5.0%	?	34.2%[activator]	-15.6%
37	CCc1ccc(C2CC(c3ccc(Cl)cc3)n3nc(N)nc3N2)cc1 (configuration not stated)	-8.3%	-13.5%	-4.2%	-37.9%	-1.7%	-6.4%	4.2%	-6.9%	9.4%
38	N[C@@H](Cc1ccccc1)c1nnc2sc(SCc3ccccc3)nn12	2.1%	?	-0.9%	7.08µM*	-0.4%	-8.1%	0.3%	-1.1%	-3.5%
39	O=C(O)c1ccc(-c2ccc(OS(=O)(=O)c3ccccc3F)cc2)cc1	3.8%	-4.0%	-0.3%	17.4%	50.1%[activator]	-10.4%	-1.6%	37.2%[activator]	-6.8%
40	COc1cccc(Cn2c(=O)c(C)nc3cnc(Oc4ccccc4)nc32)c1	.	.	-6.5%	-9.5%[12.7 µM]	-0.6%	.	.	.	-4.8%[60.1 µM]
41	CC(=O)N/C(=C\c1ccccc1)C(=O)OCc1cccc(S(=O)(=O)N(C)C)c1	2.1%	-2.4%	-1.5%	37.2%[0.501 µM]	-6.9%	-18.3%	-0.2%	19.1%	-9.3%
42	O=C(CCC1CCCN(C(=O)c2ccncc2)C1)NCc1ccc(F)c(F)c1 (configuration not stated)	-4.1%	7.0%	-0.5%	.	0.4%	-17.5%	33.5%	132.2%[activator]	-2.0%
43	CCOc1ccc(OCCC(=O)OCC(=O)Nc2ccc(Cl)cn2)cc1	.	-3.3%	.	3.9%	-18.0%	1.5%	.	-14.5%	-14.1%
44	CN(C)S(=O)(=O)c1cccc(COc2cccnc2[N+](=O)[O-])c1	-4.0%	10.1%	-3.5%	-0.4%	2.6%	?	0.6%	162.9%[activator]	-4.2%
